HCMV inh: qHTS Assay for inhibitors of the human cytomegalovirus (HCMV). activity change, negative = inhibition, % at 57.5 µM. 410,000 compounds, 4.5% hits. HFF cells, HCMV-luciferase reporter, 72 h; hits give low values; in the data active = activity change below about -60%; inconclusive = no clear call, values can overlap the other calls; inactive = above about -39%
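Luciferase read-out from HCMV-luciferase-infected HFFs (MOI 1 PFU/cell) 72 h post infection at 37C; compounds added after 16 h cell attachment; activity normalized between buffer-only basal and Salinomycin (10uM) inhibitor controls.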
FBPA Giardia inh: qHTS Assay for Inhibitors of Fructose-1,6-bisphosphate Aldolase from Giardia Lamblia. AID 2451, 2010. 290,000 compounds, 0.71% hits. Potency, µM (doses to about 59.6 µM), for the others: top-dose activity, negative = inhibition, most hits filed as inhibitors. A8B2U2. purified Giardia FBPA; note: potency is the fitted concentration of half-maximal effect; nearly all actives have a fitted effect of over 55% in size
Target sequence (A8B2U2 whole entry, looked up): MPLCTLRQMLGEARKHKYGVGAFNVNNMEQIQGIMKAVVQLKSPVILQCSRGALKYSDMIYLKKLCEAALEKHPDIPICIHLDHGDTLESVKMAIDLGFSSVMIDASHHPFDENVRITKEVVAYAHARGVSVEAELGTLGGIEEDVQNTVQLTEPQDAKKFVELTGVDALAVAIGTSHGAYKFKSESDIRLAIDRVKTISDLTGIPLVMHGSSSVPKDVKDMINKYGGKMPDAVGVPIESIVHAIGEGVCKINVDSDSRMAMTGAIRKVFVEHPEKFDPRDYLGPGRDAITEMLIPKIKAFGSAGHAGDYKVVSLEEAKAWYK
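Giardia FBPA (40 nM reagent) was preincubated 10 min at RT with compound (up to 57.5 uM final), then substrate plus GAPDH/TPI/NAD/arsenate coupling system with diaphorase/resazurin was added; resorufin fluorescence (525/598 nm) was read after 20 min.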
HCV inh: qHTS Assay for Inhibitors of Hepatitis C Virus (HCV). Huh7.5.1 HCVcc-Cre infection, luciferase reporter, 44 h. Potency, µM (top dose mostly 41.8 µM), for inactives: at the highest dose activity change, negative = inhibition, usual class: inhibitors. 340,000 compounds, 3.4% hits. AID 651820, 2012; note: potency is the fitted concentration of half-maximal effect
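A cell-based infection assay in which seeded cells (1,000 per well) receive test compound after 4 h, are inoculated with HCVcc-Cre at approximately 0.5 moi, and are incubated 44 h before luminescence detection.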
AMA1 RON2 block: qHTS for Inhibitors of AMA1-RON; Towards Development of Antimalarial Drug Lead: Primary Screen | 360,000 compounds, 0.2% hits | Plasmodium falciparum AMA1 (3D7) - RON2 peptide interaction | Potency, µM (titrated, usually from 58.2 µM), for the others: top-dose activity change, negative = inhibition, hits mostly inhibitors | AID 720542, 2013 | AlphaScreen AMA1-biotinylated RON2 peptide binding;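 note: potency is the fitted concentration of half-maximal effect; 0% = vehicle wells and -100% = peptide control; nearly all actives have a fitted effect of over 45% in size; some results filed as inactive show a strong effect at the top dose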
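AMA1 (3D7) with his tag at 25 nM final met compounds first, then biotinylated RON2 peptide at 25 nM; detection used donor plus acceptor beads, 10 µg/mL apiece, read by AlphaScreen after 30 min at room temperature.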
AmpC inh detg: qHTS Inhibitors of AmpC Beta-Lactamase (assay with detergent). Potency, µM (titrated, usually from 114 µM), without a hit: at the top dose activity change, negative = inhibition, most hits filed as inhibitors. 370,000 compounds, 0.041% hits. AmpC hydrolysis of nitrocefin, absorbance 480 nm, 0.01% Triton. P00811;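 note: potency is the fitted concentration of half-maximal effect; 0% = no-compound wells and -100% = no-enzyme wells; nearly all actives have a fitted effect of over 25% in size; some results filed as inactive show a strong effect at the top dose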
Target sequence (P00811 whole entry, looked up): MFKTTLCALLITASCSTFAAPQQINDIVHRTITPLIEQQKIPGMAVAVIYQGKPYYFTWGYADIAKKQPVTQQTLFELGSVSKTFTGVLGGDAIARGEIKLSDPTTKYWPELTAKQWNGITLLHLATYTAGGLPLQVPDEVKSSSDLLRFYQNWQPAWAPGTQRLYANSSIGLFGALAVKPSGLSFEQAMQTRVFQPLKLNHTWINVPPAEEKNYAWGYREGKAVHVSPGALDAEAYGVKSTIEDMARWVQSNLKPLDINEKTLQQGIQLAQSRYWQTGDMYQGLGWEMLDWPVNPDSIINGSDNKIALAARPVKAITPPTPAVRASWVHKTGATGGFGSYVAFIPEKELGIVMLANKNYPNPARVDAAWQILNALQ
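AmpC (5.3 nM in the dispensed reagent) in 20 mM phosphate pH 7.0 with 0.01% (detergent screen) or 0.0001% Triton X-100 was preincubated with compounds for 15 min at room temperature. Nitrocefin was then added from an 800 uM solution, and hydrolysis was followed at 480 nm.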
Sm TGR inh: qHTS Assay for the Inhibitors of Schistosoma Mansoni Peroxiredoxins | Potency, µM (top dose mostly 114 µM), without a hit: at the top dose activity change, negative = inhibition, actives largely listed as inhibitors | purified TGR, DTNB reduction, TNB absorbance 405 nm | 360,000 compounds, 3% hits; note: potency is the fitted concentration of half-maximal effect; nearly all actives have a fitted effect of over 60% in size
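Kinetic colorimetric format: TGR-catalysed, NADPH-driven DTNB reduction monitored via TNB absorbance. Enzyme dispensed at 20 nM; compound exposure 15 min at room temperature before reaction start.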
* hit, by the source's call; u = inconclusive; x = not tested or not shown; & = joins results of further samples; [ ] = another dose, or the depositor's remark. Unless noted, calls come from the whole dose curve; as a rule, active = well fitted curve in the direction sought with a large enough effect; inconclusive = small, poorly fitted or top-dose-only effect, or another doubt; inactive = no such curve, though single readings can be large; an effect the other way counts as inactive or inconclusive. Unless noted, % is set by controls: 0 for no effect and ±100 for the full control effect.

SMILES	HCMV inh	FBPA Giardia inh	HCV inh	AMA1 RON2 block	AmpC inh detg	Sm TGR inh
CC(=O)c1ccc(N(C(=O)CNC(=O)c2ccco2)C(C(=O)NC2CCCC2)c2ccco2)cc1 (stereo unspecified)	-13	4%	15%	-4%	u	-20%
Cc1ccc(N2CC(c3nnc(Cc4ccc(F)cc4Cl)o3)CC2=O)cc1 (stereo unspecified)	5	x	x	x	0%	-5%
CCN(CC)S(=O)(=O)c1ccc2oc(C(=O)N(C)Cc3ccccc3)c(C)c2c1	-19	x	x	x	3%	1%
COc1ccc(-n2c(SCC(=O)Nc3cccc4ccccc34)nc(O)cc2=O)cc1	6	1%	23%	13%	1%	19%
CCOC(=O)Nc1cc(=O)c2ccccc2o1	u	1%	-10%	-8%	u	1%
CC(=O)c1cn(CC(=O)Nc2cccc(C)c2C)c2ccccc12	-70*	3%	u	-7%	5%	5%
COc1cccc(NC(=O)CNC(=O)Cn2cnc3sc(C)c(C)c3c2=O)c1	-21	12%	-9%	13%	u	-1%
Cc1cccc(NS(=O)(=O)c2ccc3[nH]c4c(c3c2)CCCCCC4)c1	-103*	x	x	x	10%	8%
CCOc1[nH]n(-c2ccccc2)c(=O)c1C=NCc1cccnc1	21	-1%	4%	6%	-3%	-3%
CCN(CC)C(C)C(=O)Nc1c2c(cc3c1CCC3)CCC2 (stereo unspecified)	-21	-1%	-26%	10%	0%	u
O=C(CCC(=O)c1ccccc1)Nc1cccnc1	13	5%	-8%	-10%	-2%	1%
O=C(C(=O)N1CCN(c2cccc(Cl)c2)CC1)c1cn(CC(=O)N2CCOCC2)c2ccccc12	-5	x	4%	-5%	-3%	-12%
Cc1cc(NC(=O)CSc2nccn2-c2cccc(C)c2C)no1	-8	-1%	11µM*	-26%	u	-8%
CCCCn1c(-c2ccoc2C)n[nH]c1=S	11	1%	-4%	44%[activator]	-5%	-21%
COc1ccc(/C=C2\Oc3ccccc3C2=O)cc1	147	x	u	-1%	x	x
Cc1nn(C)c(C)c1C(C)NC(=O)c1cc(COc2ccc(F)c(F)c2)on1 (stereo unspecified)	-20	x	u	-8%	-6%	-6%
Cc1cc(S(=O)(=O)N2c3ccc(F)cc3CCC2C)ccc1-n1cnnn1 (stereo unspecified)	-14	-10%	20%	1%	-6%	3%
CCOC(=O)N1CCN(C(=O)c2cccc(S(=O)(=O)Nc3ccc(F)cc3)c2)CC1	20	x	4%	16%	x	x
CN1CCN(C(=O)COc2ccc(S(=O)(=O)Nc3ccc(F)cc3)cc2)CC1	54	x	3%	0%	u	9%
CCC(=O)c1ccc(OCC(O)CN2CC(C)OC(C)C2)cc1 (stereo unspecified)	34	u	-9%	-2%	-13%	0%
CC(C)Cn1c(=O)c2ccccc2n2c(SCC(=O)N3c4ccccc4CC3C)nnc12 (stereo unspecified)	-6	6%	-1%	-21%	2%	0%
Cc1ccc(-c2nn3c(C)nnc3c3ccccc23)cc1S(=O)(=O)NC(C)(C)CO	102&-6	1%	-10%	-14%	5%&-3%	9%&-2%
Cc1cccc(N2CCN(C(=O)COc3cc4oc(=O)cc(C)c4cc3Cl)CC2)c1C	-7	0%	-7%	3%	2%	4%
O=C(C1c2ccccc2Oc2ccccc21)N1CCN(c2ccc(Cl)cc2)CC1	-7	-4%	u	-19%	-4%	-3%
CCOC(=O)c1cn(CC(=O)Nc2ccc(OC)cc2OC)nn1	-22&-37	7%	9%	6%	-8%&-1%	2%&3%
Further structures.
SMILES	HCMV inh	FBPA Giardia inh	HCV inh	AMA1 RON2 block	AmpC inh detg	Sm TGR inh
CCOc1ccc(N(CC(=O)N2CCCCCC2)S(=O)(=O)c2ccc(C)cc2)cc1	u	x	11%	0%	-3%	0%
COC(=O)CNC(=O)C1Nc2ccccc2C2C=CCC12 (stereo unspecified)	-3	x	4%	-8%	x	x
CCCCC1CCCC12NC(=O)NC2=O (stereo unspecified)	3	0%	1%	37%[activator]	-7%	5%
Clc1ccccc1-c1ccc(CN2CCN(c3ccccc3)CC2)o1	59	-14%	9%	5%	2%	-26%
CCOC(=O)c1cccc(NC(=O)C2CCCN(S(=O)(=O)c3cnc[nH]3)C2)c1 (stereo unspecified)	-78*	3%	-3%	1%	-8%	4%
Cc1ccc(NC(=O)Nc2ccc3c(c2)OCO3)c(Br)c1	u	-1%	1%	-3%	2%	8%
CCC(CC)C(=O)OCc1cc(=O)n2nc(C3CCCCC3)sc2n1	4	x	x	x	0%	5%
COc1ccc(CN2CCc3nc(Nc4ccccc4)ncc3C2)c(OC)c1OC	-17	x	x	x	7%	19%
Cc1ccccc1CSCCC(=O)NCCc1ccccc1	63	7%	17%	-6%	-2%	9%
O=C(Nc1ccc(N2CCOCC2)cc1)c1ccncc1	2	1%	10%	1%	-6%	-10%
Cc1ccc(S(=O)(=O)n2cc(C=O)c3ccccc32)cc1	26	-9%	-28%	0%	-2%	0%
CCN(CC)S(=O)(=O)c1ccc2c(c1)c(=O)c(C(=O)NCc1ccccc1Cl)cn2C	-65*	x	x	x	12%	-3%
CN(C)c1ccc(CN(Cc2ccco2)C(=O)COc2ccc(F)cc2)cc1	-26	x	x	x	-11%	3%
CCOc1ccc(C(=O)NCC(c2ccco2)S(=O)(=O)c2cccs2)cc1 (stereo unspecified)	18	x	x	x	1%	5.6µM*
CCOC(=O)c1c(NC(=O)c2cc3ccccc3c(=O)o2)sc2c1CCCC2	19	x	x	x	11%	-2%
N#CCSc1nc2ccccc2c(=O)n1-c1ccccc1	-31	6%	-16%	7%	-14%	5%
Cc1nc(C)c(-c2csc(Nc3cccnc3)n2)s1	76	0%	u	5%	0%	-7%
COc1ccccc1CN1CC(C(=O)N(C)Cc2ccc(C)o2)CCC1=O (stereo unspecified)	-26	x	10%	-11%	4%	20µM*
CC1(C)C(=O)Nc2ccccc2N1C(=O)COC(=O)COc1ccc(C#N)cc1	15	x	-1%	-9%	-9%	-25%
Cc1ccc(C(=O)c2ccccc2C(=O)O)cc1C	-26	3%	12%	0%	-6%	-3%
Cc1cc(=O)oc2c3c(cc(OCC(=O)N[C@H](C(=O)O)c4ccccc4)c12)OC(C)(C)CC3	16	-2%	-7%	-10%	u	-20%
CCc1ccc(C(=O)COC(=O)c2ccco2)cc1	-22	x	10%	-4%	-4%	-11%
CC(C)C(=O)NC(c1cccc([N+](=O)[O-])c1)c1c(O)ccc2ccccc12 (stereo unspecified)	3	-10%	10%	14%	-5%	x
O=C1NC(c2ccccc2OC(F)F)Oc2ccccc21 (stereo unspecified)	7	-2%	12%	5%	15%	-9%
CCOC(=O)c1c(S(=O)(=O)N2CCC(C(=O)Nc3cccc(C#N)c3)CC2)c(C)n(C)c1C	-18	x	x	x	-8%	4%

By substructure, the entries above with fluorine
SMILES	HCMV inh	FBPA Giardia inh	HCV inh	AMA1 RON2 block	AmpC inh detg	Sm TGR inh
Cc1ccc(N2CC(c3nnc(Cc4ccc(F)cc4Cl)o3)CC2=O)cc1 (stereo unspecified)	5	x	x	x	0%	-5%
Cc1nn(C)c(C)c1C(C)NC(=O)c1cc(COc2ccc(F)c(F)c2)on1 (stereo unspecified)	-20	x	u	-8%	-6%	-6%
Cc1cc(S(=O)(=O)N2c3ccc(F)cc3CCC2C)ccc1-n1cnnn1 (stereo unspecified)	-14	-10%	20%	1%	-6%	3%
CCOC(=O)N1CCN(C(=O)c2cccc(S(=O)(=O)Nc3ccc(F)cc3)c2)CC1	20	x	4%	16%	x	x
CN1CCN(C(=O)COc2ccc(S(=O)(=O)Nc3ccc(F)cc3)cc2)CC1	54	x	3%	0%	u	9%
CN(C)c1ccc(CN(Cc2ccco2)C(=O)COc2ccc(F)cc2)cc1	-26	x	x	x	-11%	3%
O=C1NC(c2ccccc2OC(F)F)Oc2ccccc21 (stereo unspecified)	7	-2%	12%	5%	15%	-9%

Additional structures follow.
SMILES	HCMV inh	FBPA Giardia inh	HCV inh	AMA1 RON2 block	AmpC inh detg	Sm TGR inh
O=C(O)c1cc(-c2ccc3c(c2)OCO3)nc2ccc(Br)cc12	u	-24%	0%	-8%	u	4%
COc1ccc(O)c(C(=O)c2cnn(C(=O)c3cccc(S(=O)(=O)N(C)C)c3)c2)c1	9	x	5%	47%[activator]	x	x
CCOCCCN(Cc1ccco1)S(=O)(=O)c1cc2c(cc1Cl)NC(=O)CO2	0	x	x	x	-8%	18µM*
CCOc1ccc(C(=O)NNC(=O)CCNC(=O)c2ccc(Br)cc2)cc1OC	-20	x	-9%	16%	-11%	0%
C=CCN(C1CCCCC1)S(=O)(=O)c1ccc2c(c1)oc(=O)n2C	-6	10%	1%	-4%	u	0%
CCOC(=O)N1CCN(C(=O)COC(=O)c2cc(Cl)c(O)c(Cl)c2)CC1	-73*	-6%	14%	6%	-15%	3%
COc1ccc(-c2nc(SCC(=O)NC3CCCC3)c(-c3ccc(OC)cc3)[nH]2)cc1	-9&19	-16%	u	-5%	20%&2%	4%&2%
COc1ccc(CNC(=O)N2CCc3ccccc3C2)cc1Cl	-18	0%	0%	-4%	5%	5%
CC(=O)Nc1c(C(=O)c2ccc(F)cc2)oc2ccccc12	37	5%	4%	8%	-17%	1%
CNC(=O)CCCCCNS(=O)(=O)c1ccc(C)cc1	61	7%	4%	22%	-2%	-17%
O=C(CCCn1c(=S)[nH]c2cc3c(cc2c1=O)OCO3)NCc1ccco1	-2	-3%	10%	74%[activator]	u	-15%
O=C(N/N=C\c1ccccc1OCc1ccccc1)c1ccco1	133	1%	3%	23%	3%	3%
COc1ccc(C)cc1Nc1cc(C)nc2ncnn12	47	0%	-5%[8.37 µM]	7%	u	-10%
COc1ccc(CC2(CO)CCN(Cc3cccn3-c3ccccn3)CC2)cc1	3	0%	-17%	2%	-1%	17%
Cc1cccc(C(=O)NCC(c2ccc(F)cc2)N2CCOCC2)c1 (stereo unspecified)	12	2%	18%	7%	8%	25%
Cn1c(=O)c2c(ncn2CC(=O)OCCCC(=O)c2ccc(Br)cc2)n(C)c1=O	u	x	u	9%	x	x
O=C(OCCCCOC(=O)c1ccccc1)c1ccccc1	24	-1%	9%	102%[activator]	-1%	11%
C#CCOCCOCCOCCNc1nc(N2CCN(C(=O)C(Cc3cc4ccccc4[nH]3)n3cc(C(N)Cc4ccc(O)cc4)nn3)CC2)nc(N2CCN(C(=O)C(CCC(=O)O)n3cc(C(N)C(C)CC)nn3)CC2)n1 (stereo unspecified)	10	x	32%[activator]	29%	-10%	-32%
COC(=O)c1sccc1N/N=C/c1cccc(Oc2ccccc2)c1	-15	-2%	-8%	-15%	-13%	-22%
COc1ccccc1-c1cc(C(F)(F)F)c(C#N)c(=O)[nH]1	-4	17%	-3%	-12%	0%	10%
CCc1ccc(-n2nc(C)c3c(C)cc(=O)n(Cc4nc(-c5ccccc5)oc4C)c32)cc1	57	x	x	x	17%	2%
CC1=C(C(=O)Nc2ccccc2C)C(c2ccccn2)n2ncnc2N1 (stereo unspecified)	20	x	x	x	17%	3%

High-throughput results: PubChem BioAssay, National Center for Advancing Translational Sciences (NCATS)
